D2 antag = D2 dopamine receptor (human) antagonism; AID 485344; HEK293 TREx D2 cells, calcium flux, dopamine EC80; actives 2% (n = 340,000); inhibition, % at 10 µM; P14416; in the data active = inhibition above about 30%; note: 0% is about no effect
Target sequence (P14416 whole entry, looked up): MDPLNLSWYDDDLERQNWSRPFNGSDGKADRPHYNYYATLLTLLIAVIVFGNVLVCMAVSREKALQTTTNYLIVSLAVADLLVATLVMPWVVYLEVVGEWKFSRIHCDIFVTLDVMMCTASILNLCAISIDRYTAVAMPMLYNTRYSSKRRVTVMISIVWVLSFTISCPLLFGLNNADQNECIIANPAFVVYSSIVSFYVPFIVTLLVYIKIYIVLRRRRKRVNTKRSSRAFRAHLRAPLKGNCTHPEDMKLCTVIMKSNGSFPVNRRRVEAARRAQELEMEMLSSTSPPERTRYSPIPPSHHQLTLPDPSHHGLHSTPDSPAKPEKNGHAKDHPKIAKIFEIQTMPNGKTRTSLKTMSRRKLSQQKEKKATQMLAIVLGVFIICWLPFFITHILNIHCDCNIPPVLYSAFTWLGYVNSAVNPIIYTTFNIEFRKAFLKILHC
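Calcium mobilization kinetics were recorded at 1 s intervals in tetracycline-induced HEK293 T-REx D2 cells, first for 180 s after compound addition and then 180 s after EC80 dopamine.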
TRHR enhancer = allosteric enhancers of human TRH receptor; P34981; TRHR cells, fluo-8 calcium fluorescence, EC20 TRH enhancement; enhancement, % at 2 µM; actives 0.66% (n = 360,000); in the data active = enhancement above about 30%; note: 0% is about no effect
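Enhancer read-out: after compound pinning and an initial kinetic agonist-mode read, an EC20 of TRH (10 nM final) was injected and fluo-8 calcium signal (Ex 480/Em 530) followed at 1 s/cycle for 100 cycles in TRHR-expressing cells.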
TrxR1 inh = inhibitors of rat thioredoxin reductase 1. recombinant rTrxR1, NADPH fluorescence consumption, selenite substrate. Potency, µM (series often up to 114 µM), inactives show at the top dose activity change, negative = inhibition, hits mostly inhibitors. O89049. actives 1% (n = 390,000); note: potency is the fitted concentration of half-maximal effect; % is set by controls: 0 for no effect and ±100 for the full control effect; nearly all actives have a fitted effect of over 65% in size
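Rat TrxR1 (90 nM in the dispensed reagent) was pre-reduced with 400 uM NADPH for 5 min at room temperature, then incubated with compound for 15 min. After 400 uM selenite was added, NADPH fluorescence (Ex 340/Em 450 nm) was followed for 8 min.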
D2 ag = activates the human D2 dopamine receptor. P14416. activation, % at 2 µM. HEK293 T-REx D2 cells, calcium flux agonist mode. actives 0.53% (n = 340,000). AID 485358;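 active = activation over 3 SD above normal in the single-dose calcium agonist read, cut at about 30% in these data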; note: 0% is about no effect
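Tetracycline-induced HEK293 Trex cells with D2 receptor force-coupled to calcium signaling, plated overnight at 30 C and loaded with no-wash calcium dye. Calcium flux read kinetically for 180 s after compound addition; responses flag agonists.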
TrxR1 substrate = rat thioredoxin reductase 1 substrate activity. purified TrxR1 substrate turnover, NADPH consumption readout. Potency, µM (doses to about 114 µM), for the others: at the highest dose activity change, negative = substrate turnover. actives 0.01% (n = 390,000); note: potency is the fitted concentration of half-maximal effect; % is set by controls: 0 for no effect and ±100 for the full control effect; nearly all actives have a fitted effect of over 50% in size
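Rat TrxR1, dispensed at 90 nM, was prereduced with 400 uM NADPH (final) for 5 min at ~22 deg C, then incubated with compound 15 min before 400 uM selenite. A first-read NADPH fluorescence drop versus no-compound background flagged substrates.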
IDH1 R132H inh = human IDH1 R132H inhibition; O75874; IDH1-R132H enzyme, NADPH consumption, diaphorase/resazurin fluorescence; Potency, µM (top dose mostly 76.6 µM), without a hit: top-dose activity change, negative = inhibition, hits mostly inhibitors; actives 0.093% (n = 390,000); note: potency is the fitted concentration of half-maximal effect; % is set by controls: 0 for no effect and ±100 for the full control effect; nearly all actives have a fitted effect of over 65% in size
Target sequence (O75874 whole entry R132H, stated change not applied): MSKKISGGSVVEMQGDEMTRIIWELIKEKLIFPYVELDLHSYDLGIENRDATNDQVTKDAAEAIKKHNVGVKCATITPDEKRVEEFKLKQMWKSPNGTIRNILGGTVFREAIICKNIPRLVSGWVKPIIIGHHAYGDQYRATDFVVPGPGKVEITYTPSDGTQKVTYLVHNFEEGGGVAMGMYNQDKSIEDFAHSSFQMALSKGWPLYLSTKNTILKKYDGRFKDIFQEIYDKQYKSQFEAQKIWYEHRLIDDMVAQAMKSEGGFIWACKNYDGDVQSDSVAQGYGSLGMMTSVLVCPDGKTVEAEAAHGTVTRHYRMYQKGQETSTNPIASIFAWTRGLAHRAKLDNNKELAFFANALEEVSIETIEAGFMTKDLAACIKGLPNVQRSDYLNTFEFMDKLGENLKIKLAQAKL
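IDH1-R132H (0.5 ug/mL) preincubated 30 min with compound, then NADPH (0.016 mM) and alpha-KG (2 mM) added; 80 min at RT, pH 7.5. Remaining NADPH coupled via diaphorase/resazurin to fluorescence (540/590 nm); concentration-response curves normalized to no-enzyme control.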
USP1-UAF1 inh = blocks the human USP1/UAF1 deubiquitinase complex; Potency, µM (titrated, usually from 57.1 µM), without a hit: at the highest dose activity change, negative = inhibition, actives largely listed as inhibitors; actives 0.23% (n = 390,000); recombinant USP1/UAF1, Ub-Rhodamine cleavage fluorescence; O94782; note: potency is the fitted concentration of half-maximal effect; % is set by controls: 0 for no effect and ±100 for the full control effect; nearly all actives have a fitted effect of over 60% in size; inactives centre near -12
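High-throughput fluorogenic screen: 1nM USP1/UAF1 complex, Ub-Rho substrate 150nM final, 50mM HEPES pH 7.8 with 0.5mM EDTA, 0.1 mg/ml BSA, 1mM TCEP and 0.01% Tween-20.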
TRHR agonist = activates the human TRH receptor; TRHR cells, calcium flux fluo-8, FDSS agonist mode; activation, % at 2 µM; actives 0.18% (n = 360,000); in the data active = activation above about 30%; note: 0% is about no effect
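TRHR-expressing cells, plated overnight in medium with 10% serum, were loaded with fluo-8 calcium dye at room temperature. After a 10 s baseline, library compound was pin-added and calcium release was recorded kinetically (ex 480/em 530) as agonist response.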
Pin1 inhibitor = blocks the human prolyl isomerase Pin1; AID 504891; Pin1 FP peptide displacement, HiFluor488, 10 min; Potency, µM (top dose mostly 115 µM), for inactives: at the highest dose activity, negative = inhibition, usual class: inhibitors; Q13526; actives 0.009% (n = 390,000); active = well fitted inhibition curve with a large enough effect in the polarisation, with a control signal flat, not every such curve was filed as active; inconclusive = small, poorly fitted or top-dose-only effect, or effect the other way, or a change in a side signal; inactive = no such curve, though single readings can be large or run the other way; the % refers to the polarisation; note: potency is the fitted concentration of half-maximal effect; % is set by controls: 0 for no effect and ±100 for the full control effect
Target sequence (Q13526 whole entry, looked up): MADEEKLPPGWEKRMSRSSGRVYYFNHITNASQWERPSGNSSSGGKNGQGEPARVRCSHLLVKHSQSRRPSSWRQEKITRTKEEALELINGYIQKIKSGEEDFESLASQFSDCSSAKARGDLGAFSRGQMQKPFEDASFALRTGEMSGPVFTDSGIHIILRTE
* marks the source's active call; other numbers are inactive results; ? = inconclusive; · = no result given; [ ] = remark or other dose. Unless noted, calls come from the whole dose curve; as a rule, active = well fitted inhibition curve with a large enough effect; inconclusive = small, poorly fitted or top-dose-only effect; inactive = no such curve, though single readings can be large or run the other way. This is a subset; count on the stated rates, not on these rows.

canonical_smiles | D2 antag | TRHR enhancer | TrxR1 inh | D2 ag | TrxR1 substrate | IDH1 R132H inh | USP1-UAF1 inh | TRHR agonist | Pin1 inhibitor
O=[N+]([O-])c1cc2c(c(CSc3nnnn3-c3ccc(O)cc3)c1)OCOC2 | -32 | 17 | 2%[57.1 µM] | 0.0 | 6%[57.1 µM] | 1% | -14% | 0.3 | 1%
O=C(Cn1c(=O)c2sccc2n(Cc2cccc([N+](=O)[O-])c2)c1=O)NCCc1ccccc1 | 0 | -9 | 8% | 0.7 | 0% | 9% | -14% | -2.0 | 2%
Cc1ccc(S(=O)(=O)N(Cc2ccc(Cl)cc2)c2ccccc2C(=O)O)cc1 | 5 | 2 | -2%[57.1 µM] | -2.3 | 10%[57.1 µM] | -2% | -6% | -0.9 | -2%
O=C(COC(=O)Cc1n[nH]c(=O)c2ccccc12)Nc1ncc(Cl)cc1Cl | 3 | -2 | -5% | 0.0 | 2% | 13% | -21% | 0.4 | -7%
Cc1c(C)c2cc(Cl)c(OCc3nn[nH]n3)cc2oc1=O | -5 | 22 | 8%[57.1 µM] | 0.8 | 146%[activator] | 4% | -5% | 0.7 | 1%
O=S(=O)(c1ccc(NCCOc2ccccc2)nc1)N1CCCC1 | 13 | -2 | 8% | -1.1 | 5% | 1% | -3% | 0.5 | -1%
Cc1c(Cl)c([N+](=O)[O-])nn1Cc1ccc(C(=O)N/N=C\c2cccc(Br)c2)o1 | -31 | -11 | 9%[57.1 µM] | 0.3 | 7%[57.1 µM] | 10% | -28% | 0.7 | 2%
COc1ccccc1N1CCN(C(=O)CCS(=O)(=O)c2cc(Br)cc3c2N(C(C)=O)CC3)CC1 | · | -2 | 23% | 0.5 | 1% | -11% | -7% | -0.5 | -8%
Cn1c(CSc2ncccn2)nnc1SCC(=O)N1CCCCCC1 | -16 | 5 | 15% | 0.6 | 1% | 3% | -2% | 0.3 | 5%
CC(C)c1nnc(SCC(=O)NCc2ccc3c(c2)OCO3)n1C | 13 | -5 | -17% | -1.0 | -8% | 3% | -6% | -1.6 | 4%
CCN(CC(=O)Nc1cc(Cl)ccc1C)C(=O)c1nc2nc(C)cc(C)n2n1 | 23 | -4 | 37%[activator] | -1.4 | 13% | 0% | -17% | 0.0 | 15%
CC1CCN(CC(O)COCCOc2ccc(Br)cc2)CC1 (stereo unspecified) | 2 | -1 | 1% | 1.1 | 23% | 7% | -21% | 1.8 | -1%
COCCCN(C(=O)CSCC(=O)Nc1ccc(C)cc1)c1c(N)n(Cc2ccccc2)c(=O)[nH]c1=O | · | · | 41%[activator] | · | 2% | -9% | -6% | · | 6%
CCN(CC)CCN(C(=O)c1cccc([N+](=O)[O-])c1)c1nc2ccc(OC)cc2s1 | -8 | -3 | 10% | 0.2 | 1% | 1% | -22% | 0.6 | 4%
COc1cc2c(c(OC)c1)C(c1cccc(OC)c1OC)CC(=O)N2 (stereo unspecified) | -2 | 0 | 9% | 0.0 | -2% | -4% | ? | -1.0 | -9%
O=C(/C=C/c1cc([N+](=O)[O-])ccc1OC(F)F)Nc1cccc(OC(F)F)c1 | 0 | -4 | -4% | 0.5 | -11% | 0% | -2% | -0.2 | ?
COc1cc(CSc2nc(-c3ccccc3)cc(=O)[nH]2)cc(OC)c1 | 4 | 2 | 41%[activator] | -0.2 | 5% | -9% | -13% | -0.4 | 2%
CN(C)CCCNC(=O)c1cc(C(=O)c2ccc(F)cc2)c[nH]1 | 5 | 8 | 19%[57.1 µM] | 1.6 | 5%[57.1 µM] | 1% | -11% | 0.4 | -3%
Cc1ccccc1C1CCCN(C(=O)c2cc(COc3c(F)cccc3F)on2)C1 (stereo unspecified) | 3 | -5 | 5% | 1.3 | -7% | -5% | -25% | 3.3 | 5%
CCc1ccc(S(=O)(=O)Nc2ccccn2)cc1 | -2 | 1 | 18% | 0.6 | 13% | -13% | -17% | -0.4 | ?

Entries from the list above that contain bromine, in the order listed:
canonical_smiles | D2 antag | TRHR enhancer | TrxR1 inh | D2 ag | TrxR1 substrate | IDH1 R132H inh | USP1-UAF1 inh | TRHR agonist | Pin1 inhibitor
Cc1c(Cl)c([N+](=O)[O-])nn1Cc1ccc(C(=O)N/N=C\c2cccc(Br)c2)o1 | -31 | -11 | 9%[57.1 µM] | 0.3 | 7%[57.1 µM] | 10% | -28% | 0.7 | 2%
COc1ccccc1N1CCN(C(=O)CCS(=O)(=O)c2cc(Br)cc3c2N(C(C)=O)CC3)CC1 | · | -2 | 23% | 0.5 | 1% | -11% | -7% | -0.5 | -8%
CC1CCN(CC(O)COCCOc2ccc(Br)cc2)CC1 (stereo unspecified) | 2 | -1 | 1% | 1.1 | 23% | 7% | -21% | 1.8 | -1%

(next part)
Each structure is followed by: D2 antag	TRHR enhancer	TrxR1 inh	D2 ag	TrxR1 substrate	IDH1 R132H inh	USP1-UAF1 inh	TRHR agonist	Pin1 inhibitor
- COc1cccc(NC(=O)CSc2nnc(COc3ccc4c(c3)CCCC4)o2)c1
→ -6	2	-13%	1.3	-12%	5%	-20%	1.2	?
- CC(C)Oc1ccc(C(=O)N2CCCC2C(=O)O)cc1 (stereo unspecified)
→ -6	4	3%	0.2	6%	0%	-6%	0.1	?
- CC1CCCCN1Cc1c(O)ccc2c(=O)c(-c3nc4ccccc4s3)coc12 (stereo unspecified)
→ -1	32*	-25%	-1.0	-5%	3%	-25%	-0.2	?
- CC1CN(C(=O)c2ccccc2NS(=O)(=O)c2cccc([N+](=O)[O-])c2)CC(C)O1 (stereo unspecified)
→ 1	11	4%[57.1 µM]	-0.3	3%[57.1 µM]	5%	-8%	0.4	2%
- CC1=C(C)CC(C(=O)NCc2ccc3c(c2)OCO3)C(C(=O)O)C1 (stereo unspecified)
→ -14	18	30%	-0.4	13%	-3%	-7%	0.6	-4%
- CCOc1ccccc1NC(=O)Cn1cc(C(=O)c2cccc(OC)c2)c(=O)c2ccc(C)nc21
→ ·	-5	3%[57.1 µM]	-0.4	-2%[57.1 µM]	-1%	-20%	-0.2	?
- CCOc1ccc(C)cc1S(=O)(=O)NC1CCCCCC1
→ 1	-2	11%	-0.7	-7%	1%	-22%	0.3	-3%
- C=CCn1c(C)cc(C(=O)CSc2nc(N)cc(N)n2)c1C
→ 3	-5	5%[57.1 µM]	1.7	2%	5%	-14%	0.5	1%
- O=[N+]([O-])c1cc(/C=N/O)ccc1Oc1ccccc1Cl
→ -2	-1	8%[57.1 µM]	-0.6	-6%[57.1 µM]	-1%	-6%	-1.7	-3%
- COc1ccc(O)c(C(=O)CC(=O)c2cccnc2)c1
→ ·	·	-28%	·	41%[activator]	6%	-16%	·	3%
- CCN(CC)CCN(C(=O)CN1C(=O)CCC1=O)c1nc2cc3c(cc2s1)OCO3
→ -5	-4	7%	-0.2	-1%	3%	-23%	-0.5	-1%
- CC(C)CC(CO)N1CCN(C(=O)c2ccc(Cl)cc2)CCC1=O (stereo unspecified)
→ ·	·	5%	·	0%	-5%[38.3 µM]	-26%	·	-4%
- Cc1ccc(NC(=O)Cn2c(-c3nonc3N)nc3ccccc32)cc1Cl
→ ·	1	16%	1.0	5%	4%	-4%	0.9	13%
- O=C(O)C1CCCCC1C(=O)Nc1ccc(S(=O)(=O)N2CCCCCC2)cc1 (stereo unspecified)
→ -28	2	24%[57.1 µM]	-0.2	9%[57.1 µM]	0%	-6%	0.2	-1%
- COc1ccccc1N1CCN(C(=O)CC(NC(=O)c2ccccc2Cl)c2ccccc2)CC1 (stereo unspecified)
→ -15	1	11%	0.5	-11%	5%	-17%	-0.4	-5%
- COCCCNC(=O)CN1C(=O)/C(=C\c2ccc(C)cc2)Sc2ccccc21
→ 3	-9	-17%	-1.5	-13%	4%	5%	0.0	3%
- CCP(=O)(CC)C(C)(C)CP(=O)(c1ccccc1)c1ccccc1
→ 27	0	-2%	1.0	-4%	-2%	0%	0.1	-2%
- O=C(OCc1ccc([N+](=O)[O-])cc1)c1ccc2ccccc2n1
→ 29	1	10%	0.6	-3%	5%	-11%	-1.7	29%
- CCOc1ccccc1CNC(=O)c1oc2c(c1C)-c1[nH]ncc1CC2
→ ·	11	-7%	-1.5	-1%	-10%	-10%	-0.5	23%
- CC(C(=O)NC1(C#N)CCCCC1)N(C)CC(=O)Nc1ccc(Cl)c(Cl)c1 (stereo unspecified)
→ ·	6	21%	·	6%	4%	-19%	2.8	-6%
- Cc1ccccc1N(CC(=O)NCCSCc1ccccc1)S(C)(=O)=O
→ -15	0	4%	0.0	0%	3%	-25%	0.4	-1%
- CC(C)(C)c1ccc(NC(=S)NCc2cccs2)cc1
→ 0	0	-25%	0.3	-10%	6%	-28%	0.3	?
- N=c1oc2ccc3ccccc3c2cc1C(N)=S
→ 7	-5	59%[activator]	-1.5	111%[activator]	11%	-5%	-2.9	-7%

TRHR enhancer, hit marks shown above
Structure	D2 antag	TRHR enhancer	TrxR1 inh	TrxR1 substrate	USP1-UAF1 inh	TRHR agonist	Pin1 inhibitor
CC1CCCCN1Cc1c(O)ccc2c(=O)c(-c3nc4ccccc4s3)coc12 (stereo unspecified)	-1	32*	-25%	-5%	-25%	-0.2	?
